# APE1 inh: qHTS Assay for Inhibitors of the Human Apurinic/apyrimidinic Endonuclease 1 (APE1); 350,000 tested, 0.35% active; Potency, µM (highest dose often 65.8 µM), for inactives: top-dose activity change, negative = inhibition, usual class: inhibitors; DNA repair nuclease/redox regulator APEX1 (Homo sapiens), P27695; recombinant APE1, TAMRA/BHQ-2 abasic DNA cleavage fluorescence;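 also: plate controls were vehicle for no effect and reference inhibitor for full effect; nearly all actives have a fitted effect of over 55% in size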
#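 Enzyme (0.75 nM final) and test compound are incubated 15 min at room temperature before adding 50 nM quenched THF abasic-site duplex. Cleavage dequenches TAMRA, followed at 525/598 nm over three reads one minute apart.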
# BAZ2B inh: qHTS Assay for Inhibitors of BAZ2B | 360,000 tested, 4.4% active | AlphaScreen BAZ2B-H3K14Ac peptide displacement | Potency, µM (series often up to 114 µM), for inactives: at the top dose activity change, negative = inhibition, actives largely listed as inhibitors; also: % is scaled to controls: 0 for no effect and ±100 for the full control effect; nearly all actives have a fitted effect of over 60% in size
#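 In this displacement format the biotinylated H3(5-23) peptide acetylated at Lys14 serves as ligand at 50 nM, with BAZ2B at 50 nM in PBS pH 7.4 containing 0.01% Tween-20. Donor and acceptor beads are 10 ug/mL final.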
# POLK inh: qHTS for Inhibitors of Polymerase Kappa | purified Pol kappa, fluorescent DNA synthesis assay, 10 min | Potency, µM (series often up to 107 µM), for the others: top-dose activity, negative = inhibition, hits mostly inhibitors | 400,000 tested, 0.53% active; also: % is scaled to controls: 0 for no effect and ±100 for the full control effect
#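 Enzyme at 10 nM met test compounds for 15 min at room temperature. Substrate addition (50 nM final) began the reaction, which was monitored by fluorescence at 0 and 10 min.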
# Pol eta inh: qHTS for Inhibitors of Polymerase Eta; recombinant Pol eta, fluorescent DNA replication assay; Potency, µM (series often up to 114 µM), without a hit: top-dose activity change, negative = inhibition, most hits filed as inhibitors; 390,000 tested, 1.2% active; also: % is scaled to controls: 0 for no effect and ±100 for the full control effect
#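 Pol eta at 10 nM preincubated with compounds 15 min at room temperature; reaction started with fluorescent substrate (50 nM final) and read kinetically at 0 and 10 min.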
# BLM helicase inh: qHTS Assay for Inhibitors of Bloom's syndrome helicase (BLM). Potency, µM (highest dose often 56.1 µM), for inactives: at the top dose activity change, negative = inhibition, hits mostly inhibitors. 350,000 tested, 0.2% active. recombinant BLM DNA unwinding, fluorescence dequenching. AID 2528, 2010;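 also: plate controls were vehicle for no effect and no enzyme for full effect; nearly all actives have a fitted effect of over 35% in size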
# Target sequence (P54132 whole entry, looked up): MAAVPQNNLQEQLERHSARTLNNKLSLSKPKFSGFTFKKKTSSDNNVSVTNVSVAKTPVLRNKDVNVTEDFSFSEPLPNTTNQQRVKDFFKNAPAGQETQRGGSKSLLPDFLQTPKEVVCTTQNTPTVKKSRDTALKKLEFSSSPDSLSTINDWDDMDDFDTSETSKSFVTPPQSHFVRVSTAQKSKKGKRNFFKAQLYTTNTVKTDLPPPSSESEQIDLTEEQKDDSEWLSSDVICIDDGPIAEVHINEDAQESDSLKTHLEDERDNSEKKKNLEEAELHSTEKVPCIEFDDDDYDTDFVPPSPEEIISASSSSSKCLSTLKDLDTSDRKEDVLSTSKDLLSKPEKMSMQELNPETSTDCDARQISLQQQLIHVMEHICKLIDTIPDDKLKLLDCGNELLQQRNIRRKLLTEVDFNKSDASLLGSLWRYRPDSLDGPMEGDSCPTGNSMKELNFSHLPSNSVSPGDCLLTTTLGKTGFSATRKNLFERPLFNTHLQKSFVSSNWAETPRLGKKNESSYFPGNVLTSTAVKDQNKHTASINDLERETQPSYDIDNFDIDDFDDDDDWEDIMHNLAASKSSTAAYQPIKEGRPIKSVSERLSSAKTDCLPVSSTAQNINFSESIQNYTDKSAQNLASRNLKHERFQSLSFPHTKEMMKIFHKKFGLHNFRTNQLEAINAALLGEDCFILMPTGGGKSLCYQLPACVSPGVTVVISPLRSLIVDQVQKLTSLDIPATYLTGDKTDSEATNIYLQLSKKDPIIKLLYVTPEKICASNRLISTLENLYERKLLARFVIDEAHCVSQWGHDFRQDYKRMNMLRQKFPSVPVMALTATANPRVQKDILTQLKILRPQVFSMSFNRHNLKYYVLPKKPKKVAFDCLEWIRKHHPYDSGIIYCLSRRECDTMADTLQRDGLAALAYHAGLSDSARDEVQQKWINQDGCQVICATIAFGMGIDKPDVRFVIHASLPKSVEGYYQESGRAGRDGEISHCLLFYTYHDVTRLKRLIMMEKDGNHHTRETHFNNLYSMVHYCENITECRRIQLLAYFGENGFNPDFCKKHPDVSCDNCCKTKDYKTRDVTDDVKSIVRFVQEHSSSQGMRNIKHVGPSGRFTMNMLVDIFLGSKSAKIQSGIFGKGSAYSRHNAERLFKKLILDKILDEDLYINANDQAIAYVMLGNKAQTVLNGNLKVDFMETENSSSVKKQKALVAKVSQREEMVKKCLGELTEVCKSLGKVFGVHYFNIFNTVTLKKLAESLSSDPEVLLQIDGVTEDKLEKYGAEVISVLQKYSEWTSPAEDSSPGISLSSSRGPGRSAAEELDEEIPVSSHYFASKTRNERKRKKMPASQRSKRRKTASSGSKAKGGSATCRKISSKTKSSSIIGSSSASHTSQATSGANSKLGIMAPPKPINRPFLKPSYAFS
# POLI inh: qHTS for Inhibitors of Polymerase Iota | Pol iota fluorescent replication assay, 10 min | 390,000 tested, 1% active | Potency, µM (series often up to 115 µM), for the others: at the highest dose activity, negative = inhibition, hits mostly inhibitors
#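 Pol iota at 10 nM preincubated 15 min with compounds at room temperature; reaction started with fluorescent substrate, 50 nM final. Fluorescence read kinetically at 0 and 10 min; buffer-only wells as negative control.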
# G9a inh: qHTS Assay for Inhibitors of Histone Lysine Methyltransferase G9a; G9a H3K9 monomethylation, AlphaScreen, 2 h; Histone-lysine N-methyltransferase EHMT2 (Homo sapiens), Q96KQ7; 350,000 tested, 8.8% active; Potency, µM (highest dose often 102 µM), for the others: at the highest dose activity, negative = inhibition, most hits filed as inhibitors; also: % is scaled to controls: 0 for no effect and ±100 for the full control effect; nearly all actives have a fitted effect of over 75% in size
#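 AlphaScreen read-out: biotin-H3K9 peptide (500 nM) methylation by 20 nM enzyme with 20 uM SAM, 2 h at room temperature after 15 min compound preincubation; anti-monomethyl H3K9 antibody plus donor/acceptor beads, 10 min dark.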
# JMJD2A Tudor: qHTS Assay for Inhibitors of JMJD2A-Tudor Domain. Potency, µM (highest dose often 114 µM), for the others: top-dose activity change, negative = inhibition, hits mostly inhibitors. AlphaScreen JMJD2A-Tudor / H3K4me3 peptide binding. 390,000 tested, 4.4% active. Lysine-specific demethylase 4A (Homo sapiens), O75164. AID 504339, 2011; also: % is scaled to controls: 0 for no effect and ±100 for the full control effect; nearly all actives have a fitted effect of over 50% in size
# POLB inh: qHTS Assay for Inhibitors of DNA Polymerase Beta; Potency, µM (series often up to 114 µM), without a hit: at the highest dose activity change, negative = inhibition, actives largely listed as inhibitors; P06746; Pol beta primer extension/strand displacement, fluorescence kinetic; 340,000 tested, 1.3% active; also: % is scaled to controls: 0 for no effect and ±100 for the full control effect
#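 Reaction started by 50 nM substrate onto compound-treated Pol beta (10 nM, 15 min preincubation, room temperature); plates read at 0 min and 10 min. Normalized concentration-effect data fitted by four-parameter Hill equation.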
# * marks the source's active call; other numbers are inactive results; u = inconclusive; x = not tested or not shown; [ ] = dose if it differs, or a comment. Calls follow the shape of the dose curve; as a rule, active = well fitted curve in the direction sought with a large enough effect; inconclusive = small, poorly fitted or top-dose-only effect, or another doubt; inactive = no such curve, though single readings can be large; an effect the other way counts as inactive or inconclusive. Potency is read from the fitted curve at half-maximal effect. These rows are one share of the data; count on the stated rates, not on these rows.
SMILES,APE1 inh,BAZ2B inh,POLK inh,Pol eta inh,BLM helicase inh,POLI inh,G9a inh,JMJD2A Tudor,POLB inh
COc1ccc(/C=N\NC(=O)/C(=C\Nc2nccc(C)n2)NC(=O)c2ccccc2)cc1,3%,-10%,3%,3%,-11%,9%,-37%[59 µM],-21%,4%
CO/N=C/C1C(=O)NN=C1c1ccccc1 (stereo not given),3%,u,-7%,-18%,2%,40%[activator],u,13µM*,7%
O=C(Nc1ccc2c(c1)CCCN2C(=O)c1cccs1)c1c(F)cccc1Cl,-16%,-16%,12%,-13%,-5%,20%,14%,-26%,7%
CC(C)Nc1nc2nonc2nc1Nc1ccccc1,14%,-8%,0%,-21%,-3%,43%[activator],x,-19%,24%
Cc1ccc(O)c(C(CC(=O)NC(C)C)c2ccccc2)c1 (stereo not given),-2%,-19%,-15%,0%,1%,10%,-9%,-5%,-1%
COc1nc(-c2ccc(C)cc2)ccc1-c1noc(-c2ccccc2Br)n1,x,10%,-15%,-12%,-6%,1%,45%[59 µM],5%,u
CCc1nc2sc3c(=O)[nH]cnc3c2c2c1CSC(C)(C)C2,-4%,u,-13%,8%,-6%,u,2.2µM*,-33%,-19%
Cc1onc(-c2ccccc2Cl)c1C(=O)N1CCN=C1SCc1cccnc1,-2%,-19%,2%,-3%,-2%,11%,-2%,-3%,3%
COc1ccc(/C=N\NC(=O)COc2ccc(C(C)(C)C)cc2)cc1Cn1nc(C)cc1C,-1%,1%,-12%,4%,-1%,2%,-37%[2.33 µM],-12%,2%
COc1ccc(Cl)cc1NC(=S)N1CCN(c2ncccn2)CC1,u,-38%,-1%,-21%,-7%,12%,-28%,-10%,26%
COc1ccc(-c2ocnc2C(=O)Nc2ccccc2N2CCCCC2)cc1,-4%,-9%,-13%,-5%,-8%,u,-1%,12%,5%
Cc1ccc(/C=N/N2C(=O)C3C(C2=O)C2C=CC3C23CC3)o1 (stereo not given),3%,-3%,0%,3%,0%,-9%,-4%[59 µM],-7%,5%
COc1ccc(S(=O)(=O)Nc2cccc3c2O[C@H](CN(C)C(=O)Nc2ccc(C(F)(F)F)cc2)[C@@H](C)CN([C@H](C)CO)C3=O)cc1,-14%,x,-5%,u,x,3%,x,-25%,x
COC(=O)c1nn(-c2ccccc2)c(Cl)c1/C=N/OCc1c(Cl)cccc1Cl,x,x,-21%,2%,x,-7%,x,-18%,x
O=C(NCc1ccc(F)cc1)C1CCCN(S(=O)(=O)c2ccc(-n3cnnn3)cc2)C1 (stereo not given),54%[activator][12.4 µM],-2%,-3%,-8%,-6%,12%,21%[59 µM],-1%,-5%
O=C(CNC(=O)c1ccccc1Br)N/N=C/c1ccccc1O,0%,-1%,3%,-2%,-6%,25%,22%,-1%[57.1 µM],8%
O=C(CNC(=O)N1CC(=O)Nc2ccccc21)Nc1ccc(Cl)cc1,-19%,-5%,-12%,-5%,-1%,14%,x,-13%,-1%
CCN(CC(=O)NC(=O)NCc1ccco1)Cc1nc2ccccc2c(=O)[nH]1,23%,-36%,u,u,-4%,u,u,-27%,u
CN(C(=O)CSc1nc(O)cc(=O)n1-c1ccccc1F)c1ccccc1,-12%,-21%,8%,-14%,0%,-12%,u,0%,-9%
O=C(Nc1c2c(nn1-c1ccc(Cl)cc1)CS(=O)(=O)C2)c1ccccc1F,x,-1%,-5%[60.1 µM],4%,-4%,-10%,4%[59 µM],-22%,14%
O=C(CSc1ccccc1)Nc1nnc(/C=C/c2ccccc2)s1,-3%,-1%,-11%,4%,2%,18%,18%,-8%,14%[57.1 µM]
O=C1CC(c2ccccc2)NN1 (stereo not given),2%,-29%,-23%,-5%,x,u,u,-12%,x
CCOc1cccc(C2C(C(=O)c3ccco3)=C(O)C(=O)N2Cc2ccncc2)c1 (stereo not given),19%,-8%,-2%,-2%,-5%,26%,35µM*,u,12%
CCN(CC)P(=O)(C(NC(=O)OC)C(F)(F)C(F)(F)C(F)(F)C(F)F)N(CC)CC (stereo not given),6%,0%,-3%[60.1 µM],10%,-6%,22%,u,-18%,34%
Cc1cccc(NC(=O)c2ccc3c(c2)CCN3S(C)(=O)=O)c1C,-6%,12%,-3%,-23%,-3%,26%,x,-9%,0%
Cc1ccccc1-c1cc(C(=O)Nc2nc3c(s2)CCCC3)c2ccccc2n1,0%,-36%,-19%,-19%,-6%,u,x,u,8%
COc1ccc(/C=C/C(=O)C2CC2)cc1COc1cccc(C)c1C,1%,-3%,-6%,-23%,-5%,151%[activator],146%[activator],26%,-1%
CC(C)(C)c1cc(C(=O)N/N=C/c2ccc([N+](=O)[O-])s2)n[nH]1,-2%,-1%,-4%,3%,-5%,140%[activator],3%,-3%,u
CCn1cc(C(=O)NCCc2ccc(OC)c(OC)c2)c(=O)c2cc(S(=O)(=O)N3CCC(C)CC3)ccc21,x,x,1%,-30%,-10%,16%,-26%[59 µM],-25%,-1%
O=C(COc1cccc(C(F)(F)F)c1)NCC(c1ccco1)N1CCCC1 (stereo not given),-5%,x,3%,-6%,x,-1%,x,-24%,x
Nc1nc(F)cc(N2CCCCCC2)n1,3%,-11%,-2%,-20%,-5%,-1%,25%[59 µM],-25%,1%
CCOc1ccc(-n2nc3ccc(NC(=O)CC)cc3n2)cc1,5%,-26%,-24%,-3%,-5%,66%[activator],35µM*,u,-8%
CCN(CC)CCOC(=O)c1ccc2c(c1)OCCO2,15%,4%,4%,4%,4%,14%,8%[59 µM],-6%,1%
CC12CCC(C/C1=N\OC(=O)c1ccc(F)cc1)C2(C)C (stereo not given),-1%,7%,-3%,-12%,0%,8%,30%[59 µM],-7%[57.1 µM],-2%
O=C(NCC1COc2ccccc2O1)c1ccc(NC(=O)C(c2ccccc2)c2ccccc2)cc1 (stereo not given),0%,3%,-11%,-6%,-2%,3%,8%[59 µM],-1%,7%
Cc1nn(CC(=O)Nc2cccc(S(N)(=O)=O)c2)c(C)c1[N+](=O)[O-],9%,-32%,-10%,-12%,-1%,-6%,-18%[59 µM],-10%,-1%
CCC(=O)c1ccc(OCC(=O)NCCC2=CCCCC2)c(OC)c1,-14%,-6%,-15%,-16%,-3%,22%,x,-14%,11%
O=C1[C@@H]2Cc3c([nH]c4ccccc34)C(c3ccccc3)N2C(=O)CN1C1CCN(Cc2ccccc2)CC1 (stereo not given in full),-26%,32µM*,7%,-23%,-15%,14%,79µM*,u,27%
O=C(CS(=O)(=O)c1ccccc1)NC1CCCCC1,6%,-13%,-7%,9%,-12%,11%,27%[12.7 µM],-14%,14%
COc1ccccc1CNC(=O)C1CCCN(S(=O)(=O)c2ccc3c(c2)CCCN3C(C)=O)C1 (stereo not given),x,-2%,-6%[60.1 µM],-2%,-1%,5%,-2%[59 µM],-11%,1%

# Part of the list above in order of count of non-hydrogen atoms, largest number first.
SMILES,APE1 inh,BAZ2B inh,POLK inh,Pol eta inh,BLM helicase inh,POLI inh,G9a inh,JMJD2A Tudor,POLB inh
O=C1[C@@H]2Cc3c([nH]c4ccccc34)C(c3ccccc3)N2C(=O)CN1C1CCN(Cc2ccccc2)CC1 (stereo not given in full),-26%,32µM*,7%,-23%,-15%,14%,79µM*,u,27%
COc1ccccc1CNC(=O)C1CCCN(S(=O)(=O)c2ccc3c(c2)CCCN3C(C)=O)C1 (stereo not given),x,-2%,-6%[60.1 µM],-2%,-1%,5%,-2%[59 µM],-11%,1%
CCN(CC)P(=O)(C(NC(=O)OC)C(F)(F)C(F)(F)C(F)(F)C(F)F)N(CC)CC (stereo not given),6%,0%,-3%[60.1 µM],10%,-6%,22%,u,-18%,34%
Cc1ccccc1-c1cc(C(=O)Nc2nc3c(s2)CCCC3)c2ccccc2n1,0%,-36%,-19%,-19%,-6%,u,x,u,8%
COc1ccc(/C=C/C(=O)C2CC2)cc1COc1cccc(C)c1C,1%,-3%,-6%,-23%,-5%,151%[activator],146%[activator],26%,-1%
O=C(CSc1ccccc1)Nc1nnc(/C=C/c2ccccc2)s1,-3%,-1%,-11%,4%,2%,18%,18%,-8%,14%[57.1 µM]
CC12CCC(C/C1=N\OC(=O)c1ccc(F)cc1)C2(C)C (stereo not given),-1%,7%,-3%,-12%,0%,8%,30%[59 µM],-7%[57.1 µM],-2%
O=C(CS(=O)(=O)c1ccccc1)NC1CCCCC1,6%,-13%,-7%,9%,-12%,11%,27%[12.7 µM],-14%,14%
Nc1nc(F)cc(N2CCCCCC2)n1,3%,-11%,-2%,-20%,-5%,-1%,25%[59 µM],-25%,1%
O=C1CC(c2ccccc2)NN1 (stereo not given),2%,-29%,-23%,-5%,x,u,u,-12%,x

# The list goes on:
SMILES,APE1 inh,BAZ2B inh,POLK inh,Pol eta inh,BLM helicase inh,POLI inh,G9a inh,JMJD2A Tudor,POLB inh
CCC(=O)Nc1ccccc1C(=O)N1CCOCC1,19%,-5%,-3%,-3%,-3%,-6%,-6%[59 µM],-9%,7%
O=C(O)CC12CC3CC(C1)CC(n1ncc(NCc4ccc(F)cc4Cl)c(Cl)c1=O)(C3)C2,2%,1%,-3%,2%,-3%,6%,u,-17%,31%
COc1cccc(Nc2nnc(SCn3nnc4ccccc4c3=O)s2)c1,-4%,-6%,-1%,7%,-4%,-6%,u,-17%,21%
Cc1ccc(S(=O)(=O)C2(C(=O)Nc3ccc(Br)cc3)CC2)cc1,-1%,4%,-8%,-15%,-14%,-4%,2%,40%[activator],-9%
O=C(Nc1ccccc1F)C1CCCN1S(=O)(=O)c1ccc(Cl)cc1 (stereo not given),-15%,0%,-1%,-4%,x,-13%,15%[12.7 µM],-13%,x
O=C(CCc1ccccc1)Nc1ccccc1OC(=O)c1ccccc1,x,x,-7%,-17%,x,-5%,x,10%,x
COc1ccc(NC(=O)c2sccc2SCc2cccc(C(F)(F)F)c2)cc1,-4%,31%[activator],-7%,-10%,-13%,-17%[58.9 µM],u,52%[activator],-20%
CC(C)N(CC(N)=O)C(=O)c1sc2cc(F)ccc2c1Cl,0%,-18%,5%,-6%,-2%,-21%,-1%,-20%,5%
